# M1 ag = activates human CHRM1 receptor | 0.33% of 360,000 active | AID 588814 | CHO-K1 hM1, Fluo-8 calcium fluorescence, agonist mode; 0% DMSO, 100% acetylcholine EC100 | activation, % at 3 µM;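 active = activation above the run's mean compound activation plus 3 SD, cut at about 16% in these data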;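 also: peak over basal fluorescence ratio within a 140 s kinetic read after compound addition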
# Target sequence (P11229 whole entry, looked up): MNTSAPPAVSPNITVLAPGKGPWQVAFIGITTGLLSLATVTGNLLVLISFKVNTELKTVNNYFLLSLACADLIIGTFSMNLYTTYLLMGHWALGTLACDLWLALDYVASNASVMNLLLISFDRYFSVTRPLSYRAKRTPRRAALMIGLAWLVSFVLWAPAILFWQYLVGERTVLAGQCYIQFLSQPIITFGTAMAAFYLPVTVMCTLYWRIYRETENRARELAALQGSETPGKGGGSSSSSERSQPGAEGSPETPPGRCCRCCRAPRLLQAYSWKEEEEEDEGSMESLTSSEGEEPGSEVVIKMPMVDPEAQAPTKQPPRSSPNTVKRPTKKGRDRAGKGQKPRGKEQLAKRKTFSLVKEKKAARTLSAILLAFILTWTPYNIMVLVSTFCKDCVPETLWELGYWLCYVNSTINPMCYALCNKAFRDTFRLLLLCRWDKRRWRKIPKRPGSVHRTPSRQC
# CHO-K1 Ca antag = M1 antagonist counterscreen hit in parental CHO-K1 cells; ATP-induced calcium, Fluo-8 fluorescence; inhibition, % at 3 µM; 0.6% of 360,000 active; AID 602250;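 active = inhibition above a per-plate cutoff, the plate's mean sample inhibition plus 3 SD, cut at about 24% in these data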;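 also: 0% = DMSO plus EC80 ATP and 100% = DMSO alone without ATP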
# M1 antag = antagonists of human M1 muscarinic receptor | inhibition, % at 3 µM | P11229 | 1.3% of 360,000 active | AID 588852 | CHO-K1 hM1, Fluo-8 calcium fluorescence, ACh EC80 antagonist;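 active = percent inhibition above its own plate's cutoff, namely the mean of that plate's compound wells plus 3 SD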;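 also: peak over basal fluorescence ratio during 140 s after agonist addition; 0% = ACh EC80 plus DMSO and 100% = DMSO alone without agonist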
# TAAR1 antag = antagonists of human TAAR1. Q96RJ0. CHO RD-HGA16 TAAR1, Fluo-8 calcium fluorescence, antagonist. inhibition, % at 3 µM. 1.5% of 360,000 active;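 active = inhibition above a per-plate cutoff, the mean inhibition of test compounds on that plate plus 3 SD, cut at about 49% in these data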;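 also: 0% = DMSO plus EC80 beta-PEA response and 100% = DMSO alone without agonist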
# Target sequence (Q96RJ0 whole entry, looked up): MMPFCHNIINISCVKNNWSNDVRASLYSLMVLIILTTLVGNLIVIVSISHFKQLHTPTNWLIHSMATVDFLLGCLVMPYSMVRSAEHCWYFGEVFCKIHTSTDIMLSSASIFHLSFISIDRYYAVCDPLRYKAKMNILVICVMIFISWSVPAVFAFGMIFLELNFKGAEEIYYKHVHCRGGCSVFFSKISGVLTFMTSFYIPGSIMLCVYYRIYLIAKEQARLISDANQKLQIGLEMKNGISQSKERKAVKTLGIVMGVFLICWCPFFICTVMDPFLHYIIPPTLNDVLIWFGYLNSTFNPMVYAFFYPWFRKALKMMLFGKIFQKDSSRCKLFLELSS
#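 Test system: hTAAR1-expressing CHO RD-HGA16 cells, Gα16-coupled; Probe or stimulus: EC80 β-phenethylamine stimulus; Compound dosing: single nominal final test compound concentration of 3 µM; Timing: 140 s kinetic read after compound, 140 s after agonist; Signal: Fluo-8 calcium-sensitive fluorescence; Measure: % inhibition of agonist calcium response; Controls: DMSO and EC80 PEA controls.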
# CHO parental Ca = signal in parental CHO cells, OX1R antagonist counter-screen; inhibition, % at 5.6 µM; parental CHO-K1, ATP-induced calcium, Fluo-8 fluorescence; 0.63% of 330,000 active;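 active = inhibition above that plate's mean sample inhibition plus 3 SD, cut at about 26% in these data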;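 also: 0% = ATP-challenged DMSO wells and 100% = DMSO wells without ATP; some compounds past the cut are filed as inactive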
#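 Measured by: calcium-sensitive Fluo-8 fluorescence / Test system: CHO parental line / Controls: ATP-challenged DMSO wells low, unchallenged DMSO wells high / Measure: % inhibition / Compound: single nominal dose of 5.6 µM per compound / Replicates: single well per compound, no replicates / Reagent: ATP as calcium-mobilizing challenge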
# CHO-K1 Ca ag = M1 agonist counterscreen hit in parental CHO-K1 cells; 0.48% of 360,000 active; activation, % at 3 µM; Fluo-8 calcium fluorescence; scaled to maximal ATP response, vehicle zero; in the data active = activation above about 15%;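 also: untransfected CHO-K1 host cells lacking M1 receptor as counterscreen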
# M1 PAM = potentiates human M1 receptor response to acetylcholine. P11229. CHO-K1 hM1, Fluo-8 calcium fluorescence, ACh EC20; 0% = ACh EC20, 100% = maximal ACh. activation, % at 3 µM. 0.088% of 360,000 active. AID 588819; in the data active = activation above about 19%, passing the limit was not always enough
# TAAR1 agonist = agonists of human TAAR1; Q96RJ0; CHO RD-HGA16 TAAR1, Fluo-8 calcium fluorescence; vehicle wells 0%, saturating PEA agonist 100%; activation, % at 3 µM; 0.99% of 360,000 active; AID 624467;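 active = activation above the mean activation of all test compounds in the run plus 3 SD, cut at about 38% in these data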
#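 Assay system: CHO-derived RD-HGA16 cells with stable Gα16 and human TAAR1; timing: 17-24 h seeding, 75 min 37 °C dye, 30 min RT; read-out: % activation from peak over basal fluorescence ratio, DMSO-to-PEA scaled; measured by: kinetic Fluo-8 calcium fluorescence; benchmarks: low control DMSO, high control PEA (EC100); doses: 3 µM single concentration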
# CHO-K1 Ca PAM = nonselective activator or artifact in parental CHO-K1 calcium assay; activation, % at 3 µM; AID 602247; ATP EC20, Fluo-8 calcium fluorescence; 0% at ATP EC20, 100% at ATP max; 0.02% of 360,000 active;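 active = activation above the run cutoff, the mean activation of all test compounds plus 3 SD, cut at about 40% in these data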;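 also: peak over basal fluorescence ratio in a 140 s read after ATP addition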
# An asterisk follows results filed as active; · = no result given.
SMILES,M1 ag,CHO-K1 Ca antag,M1 antag,TAAR1 antag,CHO parental Ca,CHO-K1 Ca ag,M1 PAM,TAAR1 agonist,CHO-K1 Ca PAM
Clc1ccccc1CN1CCN(/N=C/c2ccncc2)CC1,-2.9,17.2,9.1,1.5,-0.7,2.1,-12.6,16.0,-14.7
NS(=O)(=O)c1cccc(NC(=O)COC(=O)CSCc2ccccc2)c1,-2.5,-14.6,-2.2,0.5,-12.3,0.7,2.3,-2.2,13.0
CC(C)NC(=O)c1ccc2c(c1)N(CC(=O)N1CCOCC1)C(=O)C(C)(C)O2,-3.6,-10.3,-7.3,5.4,4.0,1.2,4.8,4.2,24.8
CCc1c(C)nc(N2CCN(Cc3ccc4c(c3)OCO4)CC2)[nH]c1=O,-7.3,-0.8,-6.4,0.3,-3.0,3.7,6.8,3.2,6.2
CCCCCCN1CCN(C2CN(Cc3ccc([N+](=O)[O-])cc3)S(=O)(=O)C2)CC1 (stereo not given),-8.4,-5.4,17.8,19.5,·,1.2,-14.7,1.4,-5.5
COc1ccccc1OCC(=O)NC1CC(C)(C)NC(C)(C)C1,-4.5,-2.3,-8.0,5.8,-8.8,0.2,10.9,-5.5,10.9
CCOc1ccc(NC(=O)CN(C)C(=O)CC2CCCCC2)cc1OCC,-5.5,-10.1,-14.1,-26.4,-16.9,0.1,10.3,-2.9,6.8
CC(C)(C)NC(=O)CSc1nnc(NC(=O)CCn2cnc3ccccc3c2=O)s1,-4.9,-9.2,-8.8,-10.4,-15.0,-0.2,-4.4,5.0,-4.1
Cc1cc(C(=O)NCCC(c2ccccc2)c2ccccc2)c(C)o1,-6.4,0.9,-1.6,4.7,-18.9,0.9,0.5,4.7,8.0
O=C(CCN1CCN(c2ccccn2)CC1)Nc1ccc(F)cc1,-5.4,-15.8,-4.3,1.5,-9.8,0.1,-3.4,19.4,18.0
O=C1OC(OC(=O)c2ccccc2Br)C(N2CCOCC2)=C1Cl (stereo not given),-0.6,-0.3,-7.5,3.4,-13.7,1.4,8.8,5.3,13.6
Cc1cccc(Nc2n[nH]c(C)c2[N+](=O)[O-])c1,-3.6,-1.2,3.3,3.5,3.5,0.8,3.7,0.3,-10.6
CCOC(=O)CNC(=O)CN1C(=O)CCSc2ccccc21,-3.6,-9.5,-3.2,7.5,-6.1,0.8,0.4,7.2,20.1
COc1ccccc1NC(=O)c1cc2ccccc2o/c1=N\O,-4.0,6.4,-11.1,31.4,-14.9,1.6,6.2,12.0,4.3
Cc1cc(C)c(C#N)c(SCCS(=O)(=O)c2ccc(C(C)(C)C)cc2)n1,-2.3,2.1,8.9,14.3,-12.3,-0.3,-4.4,9.0,4.1
CN(C)c1cc(C(F)(F)F)nc(-c2ccccn2)n1,-3.9,-9.1,-9.8,-7.3,-4.5,0.9,12.1,11.1,19.3
Nc1c(C(=O)CSc2nncn2-c2ccccc2)c(=O)[nH]c(=O)n1C1CC1,-2.1,-1.4,4.4,-1.8,5.8,-0.4,4.6,0.9,-8.4
O=C(Cn1nnc(-c2ccccc2)n1)Nc1ccccc1N1CCOCC1,-0.5,-12.1,-4.6,6.0,-24.2,3.6,2.9,-0.1,2.7
CC1=C(C#N)C(NC(=O)C2CCCCC2)(C(F)(F)F)C(=O)N1 (stereo not given),-12.4,-16.4,4.9,6.9,-5.3,-0.2,-4.8,6.8,14.2
CC(=O)Nc1cccc(-n2c(=O)n(Cc3ccccc3)c(=O)c3[nH]cnc32)c1,2.6,12.6,-8.1,-0.6,-5.5,0.4,5.9,0.6,0.1
COc1ccccc1NC(=O)CCC(=O)c1ccc(-c2ccccc2)cc1,1.4,17.6,6.6,0.0,-11.2,-0.5,8.1,0.3,-13.5
CC1CC=C(c2ccccc2)C(=S)N1 (stereo not given),-2.9,-5.3,-4.9,-18.1,-9.0,0.0,4.1,-0.2,8.2
O=C(c1cc(Cl)cc(Cl)c1)N1CCN(c2cc(C(F)(F)F)nc3ccccc23)CC1,-2.8,9.0,-6.3,-10.7,-18.7,0.0,7.2,1.2,-12.8
COc1ccccc1C(=O)NCC(=O)N/N=C/c1ccc([N+](=O)[O-])cc1,0.1,6.9,-0.6,8.0,-8.9,0.7,-0.1,1.9,-5.5
COc1ccc(C2(c3ccc(OC)cc3)NC(=O)N(CC(=O)Nc3ccc(OC)c(OC)c3)C2=O)cc1,-0.3,-14.8,-5.0,-6.7,-14.0,-0.1,11.7,5.2,6.1
N#CC1=C(N)OC2=C(C(=O)CCC2)C1C1CC=CCC1 (stereo not given),-7.6,-1.9,1.9,-8.2,-6.5,0.1,3.0,4.0,10.3
O=C(Nc1cccc(F)c1)N1CCN(C(=O)c2ccco2)CC1,-5.7,-5.3,-4.8,-11.0,5.7,0.8,4.4,3.0,28.4
COc1ccc(/C=C2/SC(=S)N(NS(=O)(=O)c3ccccc3)C2=O)cc1,-10.1,-3.2,-3.2,10.6,6.5,-0.6,4.6,-3.0,0.7
COC(=O)C1(c2ccccc2)NC(c2ccc(O)cc2)C2C(=O)N(c3ccc4c(c3)OCO4)C(=O)C21 (stereo not given),1.1,-14.4,-14.4,-3.2,-2.5,1.0,4.9,2.5,14.9
O=C1C(C2=NC(c3ccccn3)C3C(=O)N(c4ccccc4)C(=O)C23)=C(O)c2ccccc21 (stereo not given),-3.2,-13.6,-12.2,-25.9,0.5,1.1,9.3,2.5,27.4

# Arranged by formula weight (low to high): 3 of the compounds above
SMILES,M1 ag,CHO-K1 Ca antag,M1 antag,TAAR1 antag,CHO parental Ca,CHO-K1 Ca ag,M1 PAM,TAAR1 agonist,CHO-K1 Ca PAM
CC1CC=C(c2ccccc2)C(=S)N1 (stereo not given),-2.9,-5.3,-4.9,-18.1,-9.0,0.0,4.1,-0.2,8.2
N#CC1=C(N)OC2=C(C(=O)CCC2)C1C1CC=CCC1 (stereo not given),-7.6,-1.9,1.9,-8.2,-6.5,0.1,3.0,4.0,10.3
O=C(c1cc(Cl)cc(Cl)c1)N1CCN(c2cc(C(F)(F)F)nc3ccccc23)CC1,-2.8,9.0,-6.3,-10.7,-18.7,0.0,7.2,1.2,-12.8

# (next part)
SMILES,M1 ag,CHO-K1 Ca antag,M1 antag,TAAR1 antag,CHO parental Ca,CHO-K1 Ca ag,M1 PAM,TAAR1 agonist,CHO-K1 Ca PAM
Cc1c(/C=N/NC(=O)c2ccc(Br)o2)cnn1C,-2.3,-4.5,-12.3,-33.7,-4.3,0.7,7.7,0.2,13.0
COc1ccc(CCn2nnnc2C(c2ccccc2)N2CCN(C)CC2)cc1OC (stereo not given),-4.6,0.4,-8.7,-16.8,-19.6,0.6,7.3,13.7,8.7
COc1ccc(S(=O)(=O)NC(C)CCc2ccccc2)cc1 (stereo not given),-7.7,-6.0,0.1,3.5,-30.3,0.1,-3.2,6.1,3.6
Cc1c(Cl)cccc1NC(=O)CCN1CCOCC1,-4.5,-1.5,-2.0,-5.0,-9.4,0.5,3.7,4.8,14.6
O=C(Cc1ccccc1)Nc1ccc2oc(-c3ccncc3)nc2c1,-1.2,3.5,-34.5,9.6,6.0,1.0,0.7,4.6,5.7
CCOC(=O)C1=C(N)N(c2ccccc2)C2=C(C(=O)CCC2)C1c1cccnc1 (stereo not given),-6.5,-20.2,-3.9,-17.0,-19.9,0.4,3.4,3.1,22.6
O=C(CN1CCCCC1)Nc1nnc(-c2ccc([N+](=O)[O-])cc2)s1,-3.1,28.6*,12.7,-8.0,-2.6,0.0,-7.2,25.9,-5.5
COc1cccc(/C(C)=N/NS(=O)(=O)c2ccc(Cl)cc2)c1,-5.3,5.5,6.8,2.7,-23.0,-0.5,-5.1,5.3,-11.4
O=c1ccc2cc3c4c(c2o1)CCCN4CCC3,-1.6,-9.8,4.6,-8.5,-3.2,4.5,0.4,5.6,-13.5
CCOC(=O)c1sc(/N=C/N(C)C)c(C(=O)OCC)c1C,-5.5,-12.0,-8.1,4.8,-0.4,0.3,3.1,1.7,16.0
Cc1cc(CO)nn1-c1ccc([N+](=O)[O-])cc1,-1.9,-2.2,-9.7,-39.6,-13.2,-0.1,8.2,1.4,11.4
CC(=O)Nc1ccc(-c2csc(N/N=C\c3ccncc3)n2)cc1,-0.8,-0.2,-4.4,34.1,-19.5,3.9,2.4,13.0,1.3
CN(CCC#N)C(=O)CSc1ncnc2sc(-c3ccccc3)cc12,-1.5,-8.0,-0.2,7.6,-6.4,1.7,2.2,2.8,10.0
O=C(OCc1ccc(O)cc1)c1c(-c2ccsc2)oc2ccc(N3CCOCC3)cc12,-3.2,0.2,17.8,47.5,-1.7,0.6,-2.7,9.3,4.9
CN(CC(=O)Nc1ccccc1Br)C(=O)c1ccc(-c2ccc(Cl)cc2)o1,2.4,-8.0,-20.8,-29.3,-14.4,0.1,13.5,1.4,10.8
CN1CCN(C(=O)/C(=C/c2ccccc2)c2ccccc2)CC1,-7.2,-4.7,98.5*,-10.6,-6.2,8.7,-20.7,8.0,24.8
COc1cc(NC(=O)COC(=O)[C@@H]2CCCN2S(=O)(=O)c2ccc(Cl)cc2)cc(OC)c1OC,-0.1,19.0,9.5,-14.4,-20.1,2.6,-7.7,15.1,-10.1
COc1ccc(C(=O)C(O)C(c2ccc(C)cc2)N2CCOCC2)cc1OC (stereo not given),-3.1,-13.9,-1.6,-10.1,-8.5,2.2,1.0,5.0,16.6
CCOC(=O)C(CSCC(=O)c1ccc(Cl)cc1Cl)NC(=O)OC(C)(C)C (stereo not given),-5.0,-1.1,-13.0,12.7,-14.5,3.7,-0.2,4.6,18.6
Cc1cc(N2CCCCCC2)nc(-c2ccccc2O)n1,-5.2,-8.2,10.9,-32.3,-12.0,0.3,-9.0,-4.1,8.8
CCC(=O)Nc1ccc2c(c1)ncn2-c1ccccc1OC,-4.1,19.4,-12.7,-4.3,-7.6,0.1,1.1,5.2,-5.1
CC(C(=O)N1CCc2ccccc21)N1CCN(S(=O)(=O)c2cccc(C(F)(F)F)c2)CC1 (stereo not given),-4.1,-16.3,-9.1,-17.7,-19.7,1.5,4.2,2.5,33.8
O=C(Nc1ccc(O)cc1)c1cccc(Oc2ccc([N+](=O)[O-])cc2)c1,-0.3,3.7,-5.0,15.6,10.1,1.7,9.1,12.7,1.4
CCCCC1=CC2=CC(=O)C(C)(OC(=O)CC)C(=O)C2=CN1CCc1ccc(Br)cc1 (stereo not given),-6.0,-15.6,1.5,7.7,-25.9,-0.4,1.4,5.5,9.8
COc1cc(NC(=S)NCc2ccco2)c(OC)cc1Cl,-5.2,-3.5,0.5,11.3,-11.4,0.5,-6.5,7.5,12.3
O=[N+]([O-])c1ccc(Oc2cnc3ccccc3n2)cc1,-7.4,-1.5,-7.2,-12.1,-5.8,0.2,10.6,9.6,14.3

# Bioassay records deposited in PubChem by The Scripps Research Institute Molecular Screening Center.
